# Casp7 inh = caspase-7 (human) inhibition, allosteric or competitive. recombinant caspase-7, Ac-DEVD-AFC fluorescence rate. P55210. Potency, µM (top dose mostly 57.5 µM), inactives show at the highest dose activity change, negative = inhibition, most hits filed as inhibitors. hit rate 0.02% among 75,000; active means well fitted inhibition curve with a large enough effect in the main read-out, with a control signal flat, not every such curve was filed as active; inconclusive means small, poorly fitted or top-dose-only effect, or a change in a side signal; further: potency means the concentration at half of the fitted maximal effect; % of control where 0% means no effect
# Target sequence (P55210 24-198 limits assumed): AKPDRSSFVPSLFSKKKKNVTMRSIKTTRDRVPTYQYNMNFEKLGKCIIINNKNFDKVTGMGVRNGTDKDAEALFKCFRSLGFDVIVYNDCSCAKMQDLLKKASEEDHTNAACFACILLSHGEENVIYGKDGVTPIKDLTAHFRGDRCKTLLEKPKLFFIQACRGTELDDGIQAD
# Target sequence (P55210 207-303 limits assumed): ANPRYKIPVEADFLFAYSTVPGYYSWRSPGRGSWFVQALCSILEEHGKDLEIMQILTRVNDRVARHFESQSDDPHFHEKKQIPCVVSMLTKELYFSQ
# Caspase-1 inhib = caspase-1 (human) inhibition, allosteric or competitive. hit rate 0.03% among 75,000. P29466. Potency, µM (titrated, usually from 57.5 µM), inactives show top-dose activity change, negative = inhibition, usual class: inhibitors. AID 900. Caspase-1 enzyme, Ac-WEHD-AFC fluorogenic rate;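 further: potency means the concentration at half of the fitted maximal effect; plate controls were vehicle for no effect and no substrate for full effect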
# Luciferase inh = inhibitors of firefly luciferase; purified firefly luciferase, luminescence, 8 min; P08659; hit rate 2.2% among 72,000; Potency, µM (doses to about 57.1 µM), inactives show at the top dose activity change, negative = inhibition, actives largely listed as inhibitors; further: potency means the concentration at half of the fitted maximal effect; on the % scale 0 is the no-effect control and ±100 the full control effect; nearly all actives have a fitted effect of over 40% in size
#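 Compounds were tested as concentration series (qHTS) against purified P. pyralis luciferase with luciferin and 10 uM ATP in 50 mM imidazole pH 7.2, 50 mM KCl, 7 mM MgCl2, 0.01% Tween 20, 0.05% BSA. Luminescence was read after 8 min at ambient temperature.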
# ERK AVP block = vasopressin-driven ERK pathway inhibition; hit rate 0.99% among 72,000; AID 995; Potency, µM (series often up to 57.5 µM), for the others: at the highest dose activity, negative = inhibition, actives largely listed as inhibitors; HEK293-V1b, vasopressin-stimulated pERK AlphaScreen; further: potency means the concentration at half of the fitted maximal effect; on the % scale 0 is the no-effect control and ±100 the full control effect; nearly all actives have a fitted effect of over 55% in size
#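 qHTS, compounds titrated on V1b-expressing HEK293 cells. Preincubation 30 min at 37C, vasopressin 25 nM for 5 min, lysis 10 min, bead incubation 5 hr at room temperature.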
# TexasRed autofl = compounds fluorescent in Texas Red spectral region. max dye-equivalent concentration, M. hit rate 0.06% among 59,000. Compound fluorescence, Texas Red channel, 547/618 nm; stronger effect = higher value. AID 587; in the data active means max dye-equivalent concentration above about 10 nM; inconclusive means between about 1.1 nM and that limit
#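 Compound titrations in 100 mM Tris pH 8.0 were incubated 15 min at room temperature and read at 547 nm excitation / 618 nm emission. Texas Red six-point standard curve on each plate converted fluorescence to dye-equivalent concentration.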
# Fluorescein fluor = fluorescein region autofluorescence; Compound autofluorescence, 480/540 nm, fluorescein-equivalent; stronger effect = higher value; max fluorescein-equivalent concentration, M; hit rate 0.91% among 59,000; AID 593; in the data active means max fluorescein-equivalent concentration above about 10 nM; inconclusive means between about 1.1 nM and that limit
#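 Autofluorescence profiling; 100 mM Tris, pH 8.0; incubation 15 min at RT; ex/em 480/540 nm; result as fluorescein-equivalent concentration.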
# Rhodamine autofl = compound fluoresces in the rhodamine spectral region; Rhodamine-region fluorescence, 547/598 nm, Tris buffer; stronger effect = higher value; max dye-equivalent concentration, M; hit rate 0.05% among 59,000; AID 594; in the data active means max dye-equivalent concentration above about 11 nM; inconclusive means between about 1.1 nM and that limit
#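 Compound fluorescence in 100 mM Tris, pH 8.0, read after 15 min at room temperature with 547 nm excitation and 598 nm emission. Output is dye-equivalent concentration from an on-plate rhodamine standard series.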
# USP2a inh = inhibitors of human ubiquitin-specific protease USP2a; USP2a enzymatic assay, qHTS inhibition; Potency, µM (top dose mostly 38.3 µM), without a hit: top-dose activity change, negative = inhibition, hits mostly inhibitors; hit rate 0.1% among 60,000;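 further: potency means the concentration at half of the fitted maximal effect; nearly all actives have a fitted effect of over 60% in size; plate controls were DMSO for no effect and NEM full inhibition control for full effect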
# Target sequence (O75604 whole entry, looked up): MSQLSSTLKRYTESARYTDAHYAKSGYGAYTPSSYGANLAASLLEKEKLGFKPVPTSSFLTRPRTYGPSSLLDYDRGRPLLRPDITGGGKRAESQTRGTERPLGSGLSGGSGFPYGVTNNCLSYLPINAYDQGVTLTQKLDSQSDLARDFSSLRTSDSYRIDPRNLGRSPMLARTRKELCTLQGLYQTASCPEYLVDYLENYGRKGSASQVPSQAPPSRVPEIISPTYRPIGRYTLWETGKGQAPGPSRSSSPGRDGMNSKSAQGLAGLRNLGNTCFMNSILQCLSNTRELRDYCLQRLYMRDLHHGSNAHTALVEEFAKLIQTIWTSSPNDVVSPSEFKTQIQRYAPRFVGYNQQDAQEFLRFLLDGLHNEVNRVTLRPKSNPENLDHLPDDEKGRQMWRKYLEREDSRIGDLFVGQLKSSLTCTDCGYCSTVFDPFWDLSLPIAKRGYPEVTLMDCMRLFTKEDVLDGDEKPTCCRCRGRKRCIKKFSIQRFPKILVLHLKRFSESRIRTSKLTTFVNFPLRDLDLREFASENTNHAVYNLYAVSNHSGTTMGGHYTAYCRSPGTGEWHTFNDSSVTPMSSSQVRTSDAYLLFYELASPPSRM
#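 Coupled readout: USP2-cleaved Ub-PLA2 (20nM final) turns over NBD C6-HPC (20uM final), Ex 460nm/Em 535nm after 2.5 h, time-zero read flagging artifacts. Enzyme (20nM final, pH 8.0 Tris) given 30 min RT with compound first; NEM defines full inhibition.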
# HEK293 cAMP ctrl = counter-screen for TSHR agonists: cAMP increase in parental HEK293; parental HEK293 CNG cAMP sensor, membrane potential fluorescence; Potency, µM (highest dose often 57.1 µM), for inactives: at the highest dose activation, actives largely listed as activators; hit rate 2.5% among 73,000; AID 938; further: potency means the concentration at half of the fitted maximal effect; % of control where 0% means no effect; nearly all actives have a fitted effect of over 55% in size
#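 Counterscreen for endogenous-receptor signalling: CNG-channel HEK 293 cells report cAMP rise by membrane depolarization. After 60 min dye equilibration with 100 uM RO 20-1724, compounds incubated 30 min before bottom-read fluorescence at 590 nm.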
# Tau filament bind = binders of human tau filaments; recombinant tau filaments, thioflavin S fluorescence, 15 h; filaments grown with octadecylsulfate alongside compound; P10636; hit rate 2% among 71,000; Potency, µM (doses to about 57.1 µM), without a hit: at the highest dose activity change, negative = inhibition; AID 596;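 further: potency means the concentration at half of the fitted maximal effect; on the % scale 0 is the no-effect control and ±100 the full control effect; actives lower thioflavin S fluorescence by blocking filaments or displacing dye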
#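 ThS-based fibril read: tau 1 uM final, inducer ODS 30 uM final, 37 C for 15 h, ex 450/em 510 nm.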
# HADH2 inh = inhibitors of human HADH2 dehydrogenase. recombinant HADH2, NADH fluorescence, beta-hydroxybutyryl-CoA. Potency, µM (series often up to 57.1 µM), without a hit: at the top dose activity change, negative = inhibition, actives largely listed as inhibitors. AID 886. hit rate 3.4% among 73,000; further: potency means the concentration at half of the fitted maximal effect; on the % scale 0 is the no-effect control and ±100 the full control effect; nearly all actives have a fitted effect of over 60% in size; many of its hits are not listed in these tables
#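 His-tagged recombinant enzyme from E. coli, 20 nM, preincubated 15 min RT with compound; reaction started with 1 mM NAD+ and 90 uM beta-hydroxybutyryl-CoA in 100 mM Tris-HCl pH 9.0. NADH fluorescence (ex 360/em 450) read over 4 min; last-minus-first difference.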
# An asterisk follows results filed as active; i = inactive; ? = inconclusive; . = no result given; [ ] = another dose, or the depositor's remark. Unless noted, the call rests on the fitted dose curve; in most records, active means well fitted curve in the direction sought with a large enough effect; inconclusive means small, poorly fitted or top-dose-only effect, or another doubt; inactive means no such curve, though single readings can be large; an effect the other way counts as inactive or inconclusive.
SMILES,Casp7 inh,Caspase-1 inhib,Luciferase inh,ERK AVP block,TexasRed autofl,Fluorescein fluor,Rhodamine autofl,USP2a inh,HEK293 cAMP ctrl,Tau filament bind,HADH2 inh
CC(C)C(c1nnnn1C1CCCC1)N1CCCc2ccccc21 (configuration not stated),-3%,-5%,1%,2%,i,i,i,-9%,26%,-11%,-8%
CC(C)(C)c1cc(Br)ccc1OCC(=O)Nc1ncn[nH]1,0%,-3%,0%,-5%,.,.,.,14%,5%[11.4 µM],-8%,13%
CCC1Oc2ccc(C)cc2N(CC(=O)N(Cc2ccc3c(c2)OCO3)CC2CCCO2)C1=O (configuration not stated),-3%,-1%,0%,-12%,?,i,i,16%,5µM*,0%,-4%
O=C(c1ccc(CS(=O)(=O)c2ccc(Br)cc2)o1)N1CCN(c2ncccn2)CC1,-3%,-4%,0%,-13%,.,.,.,.,10%,5%,5%
CCOC(=O)N1CCN(c2c(Nc3ccc4c(c3)OCCO4)c(=O)c2=O)CC1,1%,-2%,0%,2%,.,.,.,.,-1%,-12%,-11%
Cc1cc(C)n(C(=O)c2cc3ccccc3c(=O)o2)n1,0%,3%,-9%,39%,i,i,i,3%,6%,0%,-4%
COC(=O)c1cccc(-n2nnnc2SCC(=O)Nc2nc3c(s2)CCCC3)c1,-3%,0%,2%,?,i,?,i,25%,?,-14%,?
CC(NC(=O)Nc1ccccc1)C(c1cccs1)N1CCN(C)CC1 (configuration not stated),2%,-2%,3%,.,.,.,.,.,8%,-11%,7%
Cn1c(NCc2ccco2)nc2ccccc21,-8%,-5%,0%,?,i,i,i,34%[activator],-27%,16µM*,-24%
c1c2c(cc3sc(N4CCOCC4)nc13)OCO2,-2%,-2%,16µM*,11%,i,?,i,-11%,1%,-8%,10µM*
CCOc1ccc(C(=O)N2CCCCCC2)cc1,1%,1%,1%,-13%,i,?,i,4%,9%,64%,3%
CCCOc1ccc(C(=O)Nn2c(C)nc3ccccc3c2=O)cc1,0%,-4%,1%,8%,i,i,i,11%,16%,-13%,4%

# Reprinted at random: three entries already listed, in no set order.
SMILES,Casp7 inh,Caspase-1 inhib,Luciferase inh,ERK AVP block,TexasRed autofl,Fluorescein fluor,Rhodamine autofl,USP2a inh,HEK293 cAMP ctrl,Tau filament bind,HADH2 inh
Cn1c(NCc2ccco2)nc2ccccc21,-8%,-5%,0%,?,i,i,i,34%[activator],-27%,16µM*,-24%
COC(=O)c1cccc(-n2nnnc2SCC(=O)Nc2nc3c(s2)CCCC3)c1,-3%,0%,2%,?,i,?,i,25%,?,-14%,?
CC(C)C(c1nnnn1C1CCCC1)N1CCCc2ccccc21 (configuration not stated),-3%,-5%,1%,2%,i,i,i,-9%,26%,-11%,-8%

# (list continues)
SMILES,Casp7 inh,Caspase-1 inhib,Luciferase inh,ERK AVP block,TexasRed autofl,Fluorescein fluor,Rhodamine autofl,USP2a inh,HEK293 cAMP ctrl,Tau filament bind,HADH2 inh
COc1ccc2[nH]c(C)c(CCN3C(=O)OC(C)(C)C3(C)O)c2c1 (configuration not stated),1%,-2%,5%,.,.,.,.,.,2%,-11%,-14%
COc1ccc(N2C(=O)C3CCCN3C2c2cccc(Br)c2)cc1 (configuration not stated),2%,-1%,0%,-25%,.,.,.,.,3%,-5%,1%
COc1ccc(-c2nc(-c3cccs3)c(-c3cccs3)[nH]2)cc1O,-5%,-4%,-5%,?,i,i,i,28%,-23%,?,?
CC(C)NC(=O)Cn1c(SCC(=O)N2CCc3ccccc3C2)nc2ccccc21,0%,0%,-1%,1%,i,i,i,92%[activator],0%,5%,7%
Cc1cc(NCc2ccc3c(c2)OCO3)n2nc(C)nc2n1,0%,0%,-2%,-16%,.,.,.,.,?,-3%,4%
O=C(O)c1cccc(CN2C(=O)SC(Nc3ccccc3)C2=O)c1 (configuration not stated),0%,-1%,1%,0%,?,?,i,2%,9%,0%,-15%
C#CCn1cc[n+](CC(=O)N(C)C)c1,0%,0%,4%,-7%,i,i,i,2%,5%,5%,-3%
Cc1cnc(NC(=O)COc2ccccc2Cl)s1,0%,0%,1.3µM*,-2%,?,i,i,3%,2%,7%,5%
O=C(O)C1CC=CCC1C(=O)Nc1ccc(F)c(F)c1 (configuration not stated),0%,-1%,1%,-5%,?,i,i,-2%,4%,3%,-7%
c1ccc(Cn2c(SCc3nc4ccccc4s3)nnc2-c2ccco2)cc1,-10%,-7%,-1%,-15%,i,i,i,-1%,?,26%,-29%
CC(C)Cc1nnc(NC(=O)CCC(=O)N2CCOCC2)s1,3%,0%,-3%,-4%,?,?,i,3%,?,8%,8%
Cc1ccc(-n2c(C)cc3c2CCCC3=O)cc1,-2%,-4%,0%,-15%,?,?,i,9%,?,8%,-9%
CCSc1nnc([C@H](C)NC(=O)OC(C)(C)C)o1,0%,3%,2%,0%,?,?,i,5%,0%,0%,-3%
CC(C)Cn1c(CNC(=O)c2ccccc2)nc2ccccc21,-1%,1%,2%,5%,i,i,i,5%,-3%,0%,5%
O=C(c1ccc2snnc2c1)N1CCCC1,-3%,-5%,-1%,-14%,.,.,.,2%,-6%,12%,-6%
CCOC(=O)c1nnn(-c2nonc2N)c1COc1cc(C)c(Cl)c(C)c1,-13%,-6%,1%,21%,i,i,i,2%,?,2%,5%
COc1cc2nc(NCCN3CCOCC3)n3nc(-c4ccccc4)nc3c2cc1OC,-1%,2%,2%,-10%,i,i,i,11%,6%,6%,11%
CC1CCCCC1NC(=O)c1cncc(Br)c1 (configuration not stated),0%,3%,3%,-1%,i,?,i,4%,13%,3%,-6%
CCc1ccccc1NC(=O)CSc1nc2n[nH]c(C)c2c(=N)n1-c1ccc(OC)cc1,-3%,-4%,-1%,-22%,i,i,i,48%[activator],5%,151%,-2%
O=C(Oc1ccccc1)N1CCC[C@@]2(CCN(c3ncccn3)C2)C1,1%,0%,1%[11.4 µM],?,i,i,i,15%,6%,2%,16%
O=C(NCC1CCCO1)c1cc2c(s1)CS(=O)(=O)C2 (configuration not stated),-3%,1%,1%,0%,i,i,i,0%,-3%,5%,2%
CSc1nc(SC)c2c3c(oc2n1)COC(C)(C)C3,-2%,-1%,3%,-9%,?,?,i,-2%,31%,18%,2%
Cn1c(Cn2nnc3ccccc32)nnc1SCC(=O)N1c2ccccc2Sc2ccccc21,-2%,0%,2%,-13%,i,?,i,32%[activator],26%,4%,9%
COc1cccc(C(c2sc3ncnn3c2O)N2CCN(C(=O)c3ccco3)CC2)c1 (configuration not stated),1%,-2%,1%,.,.,.,.,.,8%,4%,-28%

# In the list so far, four have bromine:
SMILES,Casp7 inh,Caspase-1 inhib,Luciferase inh,ERK AVP block,TexasRed autofl,Fluorescein fluor,Rhodamine autofl,USP2a inh,HEK293 cAMP ctrl,Tau filament bind,HADH2 inh
CC(C)(C)c1cc(Br)ccc1OCC(=O)Nc1ncn[nH]1,0%,-3%,0%,-5%,.,.,.,14%,5%[11.4 µM],-8%,13%
O=C(c1ccc(CS(=O)(=O)c2ccc(Br)cc2)o1)N1CCN(c2ncccn2)CC1,-3%,-4%,0%,-13%,.,.,.,.,10%,5%,5%
COc1ccc(N2C(=O)C3CCCN3C2c2cccc(Br)c2)cc1 (configuration not stated),2%,-1%,0%,-25%,.,.,.,.,3%,-5%,1%
CC1CCCCC1NC(=O)c1cncc(Br)c1 (configuration not stated),0%,3%,3%,-1%,i,?,i,4%,13%,3%,-6%

# (more compounds)
SMILES,Casp7 inh,Caspase-1 inhib,Luciferase inh,ERK AVP block,TexasRed autofl,Fluorescein fluor,Rhodamine autofl,USP2a inh,HEK293 cAMP ctrl,Tau filament bind,HADH2 inh
CC(C)C(c1nnnn1C1CCCCC1)N1CCc2ccccc2C1 (configuration not stated),1%,0%,2%,11%,i,i,i,-1%,5µM*,2%,2%
Cc1ccc(N=Cc2ccc[nH]2)c(O)c1,-1%,-1%,-1%,2%,.,.,.,24%,0%,-6%,?
COc1ccc(-c2noc(CN3CCC(Cc4ccccc4)CC3)n2)cc1,-9%,-4%,3%,9%,?,i,i,-4%,19%,-8%,4%
COc1ccc(N2CCCn3c2nc2c3c(=O)n(Cc3ccccc3F)c(=O)n2C)cc1,-3%,-4%,1%,-14%,i,?,i,7%,13%,-4%,0%

# Not all compounds are listed; the hit share may differ from the screen's.
